OX1R FRET antag: antagonists of human orexin 1 receptor (OX1R); O43613; OX1R-expressing cells, FRET antagonist read-out; inhibition, % at 6.6 µM; 330,000 compounds, 1.8% hits; in the data active means inhibition mostly above about 38%, no sharp cut-off; inactive means mostly below about 40%;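 further: 0% = agonist challenge alone and 100% = reference antagonist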
STK33 inh: inhibitors of human STK33 kinase. Q9BYT3. purified STK33, MBP phosphorylation, ADP-Glo luminescence. inhibition, % at 10 µM. 320,000 compounds, 0.073% hits. AID 2661;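 active means inhibition at or above 25%, using the most active replicate where run in duplicate; inactive means inhibition below 25%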
Target sequence (Q9BYT3 whole entry, looked up): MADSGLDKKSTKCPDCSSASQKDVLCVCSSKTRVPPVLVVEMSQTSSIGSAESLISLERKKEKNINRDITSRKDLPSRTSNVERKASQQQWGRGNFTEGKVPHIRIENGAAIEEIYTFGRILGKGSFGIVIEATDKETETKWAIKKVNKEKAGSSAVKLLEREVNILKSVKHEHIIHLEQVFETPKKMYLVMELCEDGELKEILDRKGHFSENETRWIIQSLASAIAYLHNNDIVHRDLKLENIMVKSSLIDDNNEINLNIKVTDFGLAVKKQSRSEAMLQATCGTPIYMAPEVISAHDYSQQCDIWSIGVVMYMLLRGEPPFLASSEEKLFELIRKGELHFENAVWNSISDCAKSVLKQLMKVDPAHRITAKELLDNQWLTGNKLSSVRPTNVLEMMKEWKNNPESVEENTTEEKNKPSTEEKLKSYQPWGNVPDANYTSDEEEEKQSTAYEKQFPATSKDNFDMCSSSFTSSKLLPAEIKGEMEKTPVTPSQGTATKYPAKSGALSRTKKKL
* marks the source's active call; other numbers are inactive results; / = no result given; & = joins results of further samples. A portion of the library. The share of hits here may be higher or lower than overall.

OX1R FRET antag | STK33 inh | structure
4.9 | -0.1 | CCc1ccc(CCOc2ccc(CC3SC(=O)NC3=O)cc2)nc1 (stereo not given)
10.6 | -4.7 | CC(=O)Nc1ccc(CC(=O)O)cc1
9.8 | -0.7 | COc1ccc(C2CNC(=O)C2)cc1OC1CCCC1 (stereo not given)
70.7* | 1.1 | Cc1c(C(=O)O)c(O)cc2c1C(=O)c1c(O)c([C@@H]3O[C@H](CO)[C@@H](O)[C@H](O)[C@H]3O)c(O)c(O)c1C2=O
12.8 | -2.7 | NOCC(=O)O
9.8 | 11.9 | O=c1oc2c(O)c(O)cc3c(=O)oc4c(O)c(O)cc1c4c23
6.6 | 1.3 | COc1cc(-c2oc3cc(O)cc(O)c3c(=O)c2O[C@@H]2O[C@H](COC3O[C@@H](C)[C@H](O)[C@@H](O)[C@H]3O)[C@@H](O)[C@H](O)[C@H]2O)ccc1O (stereo not given in full)
2.4 | -0.6 | COC(=O)C1=CO[C@@H](O[C@@H]2O[C@H](CO)[C@@H](O)[C@H](O)[C@H]2O)C2C1C[C@H](O)[C@@H]2C (stereo not given in full)
6.8 | 0.4 | Cc1ccc(=O)n(-c2ccccc2)c1
7.2&12.1&9.1 | -0.5&-0.4 | Cc1ccc(N(CC2=NCCN2)c2cccc(O)c2)cc1
9.3 | -1.5 | CN1CCCN=C1COC(=O)C(O)(c1ccccc1)C1CCCCC1 (stereo not given)
16.8 | -2.6 | O=C(O)c1cccnc1Nc1cccc(C(F)(F)F)c1
10.1 | 0.0 | CCCCCC(=O)O[C@]1(C(C)=O)CC[C@H]2[C@@H]3CCC4=CC(=O)CC[C@]4(C)[C@H]3CC[C@@]21C
21.5 | -0.5 | CN(C)CCC[C@]1(c2ccc(F)cc2)OCc2cc(C#N)ccc21
12.0 | -0.9 | Oc1cc2c(cc1O)[C@H]1c3ccc(O)c(O)c3OC[C@@]1(O)C2
23.4 | 0.5 | CCOC(=O)[C@H](CCc1ccccc1)N[C@@H](C)C(=O)N1Cc2ccccc2C[C@H]1C(=O)O
12.9&9.9 | 1.1&-0.1 | Oc1ccc(C2CNCCc3c2cc(O)c(O)c3Cl)cc1 (stereo not given)
11.4 | -1.0 | CC1(C)O[C@H]2CC(=O)OC[C@@]23C1CC(=O)[C@]1(C)C3CC[C@@]2(C)[C@H](c3ccoc3)OC(=O)[C@H]3O[C@]321 (stereo not given in full)
15.8 | -0.3 | CC(=O)CCCCn1c(=O)c2c(ncn2C)n(C)c1=O
15.8 | -2.3 | CCn1cc(C(=O)O)c(=O)c2cnc(N3CCNCC3)nc21
10.3 | 0.9 | NC1CCN(c2nc3c(cc2F)c(=O)c(C(=O)O)cn3-c2ccc(F)cc2F)C1 (stereo not given)
6.7 | 0.2 | O=C(O)CCC(=O)c1ccc(-c2ccccc2)cc1
11.3 | 6.8 | N[C@@H](Cc1c[nH]c2ccc(O)cc12)C(=O)O
10.4 | / | CC1Cc2ccccc2N1NC(=O)c1ccc(Cl)c(S(N)(=O)=O)c1 (stereo not given)

Five entries already listed, ordered by their value in STK33 inh, low to high:
| molecule | STK33 inh |
| --- | --- |
| CN(C)CCC[C@]1(c2ccc(F)cc2)OCc2cc(C#N)ccc21 | -0.5 |
| CC(=O)CCCCn1c(=O)c2c(ncn2C)n(C)c1=O | -0.3 |
| CCCCCC(=O)O[C@]1(C(C)=O)CC[C@H]2[C@@H]3CCC4=CC(=O)CC[C@]4(C)[C@H]3CC[C@@]21C | 0.0 |
| CCOC(=O)[C@H](CCc1ccccc1)N[C@@H](C)C(=O)N1Cc2ccccc2C[C@H]1C(=O)O | 0.5 |
| NC1CCN(c2nc3c(cc2F)c(=O)c(C(=O)O)cn3-c2ccc(F)cc2F)C1 (stereo not given) | 0.9 |

Shown with values under each structure: part of the list above.
Values run as follows: OX1R FRET antag	STK33 inh
N[C@@H](Cc1c[nH]c2ccc(O)cc12)C(=O)O
 : 11.3	6.8
CC(=O)CCCCn1c(=O)c2c(ncn2C)n(C)c1=O
 : 15.8	-0.3

The list continues:
OX1R FRET antag | STK33 inh | structure
21.8 | 1.3 | C[N+]1(C)CCC(=C(c2ccccc2)c2ccccc2)CC1
7.8 | / | COc1ccccc1N1CCN(CCCN=C2CC(=O)N(C)C(=O)N2C)CC1
6.8 | -1.5 | CCN(CC)CCOC(=O)c1ccc(N)cc1
2.4 | 1.4 | CCC(NC(C)C)C(O)c1ccc(O)c2[nH]c(=O)ccc12 (stereo not given)
21.4 | -0.8 | CCCCNc1ccc(C(=O)OCCN(C)C)cc1
6.1 | 2.0 | CNCCCN1c2ccccc2CCc2ccccc21
24.1 | -0.1 | Cc1cccc2c1NC(=O)C2(c1ccc(O)cc1)c1ccc(O)cc1
18.8 | -1.2 | CC(C)=CCOc1c2ccoc2cc2oc(=O)ccc12
11.9 | -0.2 | CCCc1nc(C(C)(C)O)c(C(=O)O)n1Cc1ccc(-c2ccccc2-c2nn[nH]n2)cc1
8.7 | -1.7 | NC(N)=O
16.8 | -3.8 | CN(C)CCCC1(c2ccc(F)cc2)OCc2cc(C#N)ccc21 (stereo not given)
10.3 | 0.0 | COc1cc([C@@H]2Oc3cc(C4Oc5cc(O)cc(O)c5C(=O)[C@H]4O)ccc3O[C@H]2CO)ccc1O (stereo not given in full)

3 entries picked at random from the list so far, as already listed:
OX1R FRET antag | STK33 inh | structure
21.4 | -0.8 | CCCCNc1ccc(C(=O)OCCN(C)C)cc1
16.8 | -3.8 | CN(C)CCCC1(c2ccc(F)cc2)OCc2cc(C#N)ccc21 (stereo not given)
7.8 | / | COc1ccccc1N1CCN(CCCN=C2CC(=O)N(C)C(=O)N2C)CC1

OX1R FRET antag: hit marks shown above
OX1R FRET antag | STK33 inh | structure
70.7* | 1.1 | Cc1c(C(=O)O)c(O)cc2c1C(=O)c1c(O)c([C@@H]3O[C@H](CO)[C@@H](O)[C@H](O)[C@H]3O)c(O)c(O)c1C2=O

More entries follow:
OX1R FRET antag | STK33 inh | structure
31.5 | 0.1 | COc1ccc(C[C@H]2COC(=O)[C@@H]2Cc2ccc(OC3OC(CO)C(O)C(O)C3O)c(OC)c2)cc1OC (stereo not given in full)
/ | -0.8 | Nc1nc(O)c(N=Nc2ccc(S(N)(=O)=O)cc2)c(=O)[nH]1
14.5 | 0.4 | Cc1cncn1CCc1nc2c3ccccc3nc(SCC(=O)Nc3cccc(Cl)c3)n2n1
36.5 | 0.9 | C/C=C(/C)C(=O)OC(C)(C)[C@@H]1Cc2c(ccc3ccc(=O)oc23)O1
3.4 | / | C/C=C/C(=O)N(CC)c1ccccc1C
16.4 | -1.5 | CCCCNc1ccc(C(=O)OCCOCCOCCOCCOCCOCCOCCOCCOCCOC)cc1

High-throughput results: PubChem BioAssay, several laboratories
